Source: PubChem (several laboratories)
PMI act hi M6P: activators of human phosphomannose isomerase at near-saturating mannose 6-phosphate; activation factor at 20 µM; 190,000 tested, 0.34% active; coupled PMI enzyme assay, resazurin fluorescence, 20 min; stronger effect = higher value; 1 = untreated enzyme, 0 = substrate-free blank;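 active = activation factor of 2 or more at 20 µM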
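Test system: human PMI in coupled enzyme assay; Input: PMI at 15 ng/mL final; Medium: HEPES buffer, pH 7.4; Schedule: 20 min incubation at room temperature; Technique: resorufin fluorescence at Ex 544/Em 590 nm; Compound: 20 µM single dose; Probe or stimulus: Near-saturating mannose-6-phosphate, 1.0 mM.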
FLuc act counter: firefly luciferase counter-screen for stimulation assays; ATPlite luciferase biochemical, luminescence, 10 min; 0 = ATP-free wells, 1 = DMSO control; 200,000 tested, under 10 active; activation factor at 10 µM; AID 1027; P08659;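 active = luciferase activation factor, scaled between plate controls, of at least 2 with compound at 10 µM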
Target sequence (P08659 whole entry, looked up): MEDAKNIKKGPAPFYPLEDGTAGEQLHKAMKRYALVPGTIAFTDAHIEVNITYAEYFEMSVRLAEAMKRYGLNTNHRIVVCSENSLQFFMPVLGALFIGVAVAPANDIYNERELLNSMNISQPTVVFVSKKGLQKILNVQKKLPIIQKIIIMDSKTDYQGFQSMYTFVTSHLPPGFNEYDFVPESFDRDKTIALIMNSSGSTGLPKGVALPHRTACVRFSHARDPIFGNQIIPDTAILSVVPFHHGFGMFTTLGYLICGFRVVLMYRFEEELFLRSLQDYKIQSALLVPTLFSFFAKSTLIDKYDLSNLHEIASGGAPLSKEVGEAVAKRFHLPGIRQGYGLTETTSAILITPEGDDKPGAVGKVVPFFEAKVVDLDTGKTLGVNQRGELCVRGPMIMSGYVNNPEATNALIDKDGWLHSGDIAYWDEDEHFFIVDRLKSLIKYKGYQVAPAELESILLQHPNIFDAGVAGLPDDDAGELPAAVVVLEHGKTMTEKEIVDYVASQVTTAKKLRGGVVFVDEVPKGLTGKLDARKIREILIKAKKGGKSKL
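System: Luciferase/luciferin detection reagent, cell-free biochemical luciferase assay | Medium: PBS buffer for ATP | Dosing: Test compounds dosed from 2 mM stocks in 100% DMSO | Timing: 10 min at ambient temperature | Signal: Luminescence measurement of luciferase light output | Evaluation: Luciferase activation, seen as luminescence increase over controls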
PMI act: increases human mannose-6-phosphate isomerase activity | P34949 | purified human PMI, coupled resazurin fluorescence, 20 min; stronger effect = higher value; 1 = vehicle control, 0 substrate-free wells | activation factor at 20 µM | 190,000 tested, 0.005% active | AID 1214;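 active = activation factor of 2 or more at 20 µM, relative to plate controls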
Efa HMGR inh: inhibitors of class II HMG-CoA reductase from Enterococcus faecalis; purified E. faecalis HMGR, NADPH absorbance 340 nm kinetic; inhibition, % at 10 µM; 190,000 tested, 0.41% active; AID 1066;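 active = inhibition above a set limit, the median over all tested compounds plus 3 SD, cut at about 9.5% in these data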;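 note: enzyme runs in reverse so mevalonate oxidation gives rising NADPH absorbance; 0% = complete reaction with DMSO and 100% = background rate lacking mevalonate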
TNAP act hi DEA: TNAP (human) activation, high acceptor. P05186. purified TNAP, CDP-star luminescence, 1 M DEA, 30 min; stronger effect = higher value; 0 = EDTA background, 1 = DMSO-only activity. activation factor at 20 µM. 200,000 tested, under 10 active. AID 1136;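 active = activation factor at least 2 at 20 µM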
Target sequence (P05186 whole entry, looked up): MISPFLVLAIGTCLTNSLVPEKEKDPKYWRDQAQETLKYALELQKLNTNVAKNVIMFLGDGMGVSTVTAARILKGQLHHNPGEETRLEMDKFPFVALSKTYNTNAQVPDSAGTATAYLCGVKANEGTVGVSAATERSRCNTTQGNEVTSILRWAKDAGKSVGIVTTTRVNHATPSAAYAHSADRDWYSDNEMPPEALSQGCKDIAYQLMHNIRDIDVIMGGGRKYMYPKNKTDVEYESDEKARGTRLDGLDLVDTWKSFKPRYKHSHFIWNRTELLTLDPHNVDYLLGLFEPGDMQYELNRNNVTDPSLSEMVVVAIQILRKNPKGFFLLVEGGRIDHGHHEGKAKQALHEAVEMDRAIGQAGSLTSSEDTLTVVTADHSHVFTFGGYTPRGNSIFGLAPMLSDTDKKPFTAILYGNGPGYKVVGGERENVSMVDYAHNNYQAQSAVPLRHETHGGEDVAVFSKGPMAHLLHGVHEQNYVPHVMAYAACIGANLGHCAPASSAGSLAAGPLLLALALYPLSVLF
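Measured by: Luminescent substrate turnover signal | Test system: Human TNAP | Input: TNAP 1/800 final | Dosing: 20 µM single point | Schedule: 30 min, room temperature | Controls: EDTA wells as negative control, DMSO wells as positive control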
TNAP inh no acc: TNAP (human) inhibition, acceptor-free conditions; P05186; purified TNAP, CDP-star luminescence, 30 min; inhibition, % at 20 µM; 200,000 tested, 0.26% active; AID 1012;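 active = tissue-nonspecific alkaline phosphatase inhibition above about 50% at 20 µM in the single-dose screen, limit read from the data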;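 note: 0% = DMSO negative control and 100% = EDTA positive control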
TNAP inh hiacc: blocks human TNAP under high phosphate acceptor concentration; 200,000 tested, 0.03% active; purified TNAP, CDP-star luminescence, 1 M DEA; inhibition, % at 20 µM; AID 1135;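 active = over 50% inhibition of tissue-nonspecific alkaline phosphatase at 20 µM in the single-dose screen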;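 note: plate controls were DMSO wells for no effect and EDTA-quenched wells as full inhibition for full effect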
Diaph inh CS: inhibits diaphorase or chemically oxidizes, flagging diaphorase assay artifacts; diaphorase resazurin-to-resorufin fluorescence, NADH, 16 min; bacterial (C. kluyveri) enzyme, not human; inhibition, % at 20 µM; 190,000 tested, 0.69% active;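 active = primary screen inhibition at 20 µM above a set limit, cut at about 50% in these data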;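 note: plate controls were DMSO with full reaction for no effect and wells lacking NADH for full effect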
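Detection: fluorescence of resorufin formed from resazurin, Ex 544/Em 590 nm; test system: Clostridium kluyveri diaphorase enzyme; amount: 0.14 U/mL diaphorase, enzyme working solution; times: 16-min room-temperature incubation before reading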
Diaphorase act: diaphorase activation or chemical reduction counter-screen. Diaphorase/resazurin coupled assay, resorufin fluorescence, 16 min; stronger effect = higher value; 1 = vehicle wells, 0 = NADH-free wells. activation factor at 20 µM. 190,000 tested, 0.005% active;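 active = diaphorase activity raised at least twofold by the compound at 20 µM; inactive = activation factor below 2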
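Material: purified diaphorase enzyme from Clostridium kluyveri; Also added: 0.114 mM NADH and 0.1 mM resazurin, final amounts; Doses: single compound dose of 20 µM, 1% DMSO final; Times: 16 min enzyme reaction, ambient temperature; Detection: resorufin fluorescence, excitation 544 nm, emission 590 nm; Measure: increased resorufin signal from activators or reducing compounds.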
G6PDH counter: L. mesenteroides G6PDH inhibition counter-screen | Purified L. mesenteroides G6PDH, diaphorase/resazurin coupled fluorescence, 45 min | inhibition, % at 5 µM | 200,000 tested, 0.12% active | AID 1020; in the data active = inhibition above about 50%
Active calls of the source: *. Compounds as they come; 1.7% or so of the library scored in one or more.

`Cc1noc(C)c1S(=O)(=O)N(CC(=O)N1CCCC1)c1ccc(C(C)C)cc1` gave PMI act hi M6P 1, FLuc act counter 1.1, PMI act 1, Efa HMGR inh -2.3, TNAP act hi DEA 1, TNAP inh no acc -12.9, TNAP inh hiacc -2.5, Diaph inh CS 16.3, Diaphorase act 0.8 and G6PDH counter 12.7.
COC(=O)c1ccc(CSCC(=O)Nc2cc(OC)cc(OC)c2)o1 was read as PMI act hi M6P 1, FLuc act counter 1, PMI act 1, Efa HMGR inh -2.7, TNAP act hi DEA 1.1, TNAP inh no acc -17.4, TNAP inh hiacc -7.6, Diaph inh CS 11.1, Diaphorase act 0.9 and G6PDH counter -19.0.
`O=C(COc1cccc2ccccc12)Nc1cc(S(=O)(=O)N2CCOCC2)ccc1N1CCOCC1` gave PMI act hi M6P 0.6, FLuc act counter 1.1, PMI act 0.9, Efa HMGR inh -7.6, TNAP act hi DEA 1.1, TNAP inh no acc -11.7, TNAP inh hiacc -7.5, Diaph inh CS 28.8, Diaphorase act 0.7 and G6PDH counter 7.2.
Screening Cc1cccc(/C=C/C(=O)c2ccc(NC3=NCCCS3)cc2)c1 returned PMI act hi M6P 1, FLuc act counter 1, PMI act 0.9, Efa HMGR inh 1.3, TNAP act hi DEA 0.9, TNAP inh no acc -11.1, TNAP inh hiacc 5.5, Diaph inh CS 6.2, Diaphorase act 0.9 and G6PDH counter 6.3.
Cc1cccc(OCC(=O)N2CCC(N3CCCCCC3)CC2)c1 was read as PMI act hi M6P 1.1, FLuc act counter 1, PMI act 1.1, Efa HMGR inh -8.1, TNAP act hi DEA 1, TNAP inh no acc -0.3, TNAP inh hiacc -4.6, Diaph inh CS 3.1, Diaphorase act 1 and G6PDH counter 3.8.
Screening O=C(NCC1CCCO1)C1CCN(C2CCN(C(=O)Cc3ccsc3)CC2)CC1 (configuration not stated) returned PMI act hi M6P 1, FLuc act counter 1.1, PMI act 0.9, Efa HMGR inh -6.2, TNAP act hi DEA 1.1, TNAP inh no acc -16.7, TNAP inh hiacc -8.3, Diaph inh CS 9.8, Diaphorase act 0.9 and G6PDH counter 7.1.
For CCCC(=O)N1c2ccccc2[C@@H](N(C(C)=O)c2ccccc2)C[C@H]1C the results were PMI act hi M6P 1.1, FLuc act counter 1.1, PMI act 1.1, Efa HMGR inh 2.2, TNAP act hi DEA 1, TNAP inh no acc -11.3, TNAP inh hiacc -4.2, Diaph inh CS 8.8, Diaphorase act 0.9 and G6PDH counter 2.1.
Cc1c([C@H]2[C@@H](CC#N)C2(C)C)c2ccccc2n1C was read as PMI act hi M6P 0.8, FLuc act counter 1.1, PMI act 0.8, Efa HMGR inh -2.4, TNAP act hi DEA 1.1, TNAP inh no acc -11.2, TNAP inh hiacc -5.2, Diaph inh CS 16.7, Diaphorase act 0.8 and G6PDH counter -0.1.
O=C(CSc1ccc(Cl)cc1)NCc1ccco1 was read as PMI act hi M6P 1.1, FLuc act counter 1, PMI act 1, Efa HMGR inh 4.3, TNAP act hi DEA 1, TNAP inh no acc -5.4, TNAP inh hiacc -2.3, Diaph inh CS -8.3, Diaphorase act 1.1 and G6PDH counter 7.6.
COc1ccc(NC(=O)c2cc(Br)c(Br)s2)cn1 was read as PMI act hi M6P 0.5, FLuc act counter 1, PMI act 0.9, Efa HMGR inh -0.8, TNAP act hi DEA 1, TNAP inh no acc -8.2, TNAP inh hiacc -4.4, Diaph inh CS 28.2, Diaphorase act 0.7 and G6PDH counter 6.8.
Screening COC(=O)Cn1c(=NC(=O)C2COc3ccccc3O2)sc2cc(S(N)(=O)=O)ccc21 (configuration not stated) returned PMI act hi M6P 1, FLuc act counter 1.1, PMI act 0.9, Efa HMGR inh 2.6, TNAP act hi DEA 1, TNAP inh no acc -17.7, TNAP inh hiacc 2.2, Diaph inh CS 8.4, Diaphorase act 0.9 and G6PDH counter 1.7.
O=C1c2ccncc2C(=O)N1c1cccc(Cl)c1 was read as PMI act hi M6P 1, FLuc act counter 1, PMI act 1.1, Efa HMGR inh -9.4, TNAP act hi DEA 1, TNAP inh no acc -1.3, TNAP inh hiacc -3.3, Diaph inh CS 12.7, Diaphorase act 0.9 and G6PDH counter 3.4.

The list goes on, starting with the last 2 of the part before.
Screening COC(=O)Cn1c(=NC(=O)C2COc3ccccc3O2)sc2cc(S(N)(=O)=O)ccc21 (configuration not stated) returned PMI act hi M6P 1, FLuc act counter 1.1, PMI act 0.9, Efa HMGR inh 2.6, TNAP act hi DEA 1, TNAP inh no acc -17.7, TNAP inh hiacc 2.2, Diaph inh CS 8.4, Diaphorase act 0.9 and G6PDH counter 1.7.
O=C1c2ccncc2C(=O)N1c1cccc(Cl)c1 was read as PMI act hi M6P 1, FLuc act counter 1, PMI act 1.1, Efa HMGR inh -9.4, TNAP act hi DEA 1, TNAP inh no acc -1.3, TNAP inh hiacc -3.3, Diaph inh CS 12.7, Diaphorase act 0.9 and G6PDH counter 3.4.
Screening Cc1occc1C(=O)NN=C1C2CC3CC(C2)CC1C3 returned PMI act hi M6P 1, FLuc act counter 1, PMI act 1, Efa HMGR inh -10.9, TNAP act hi DEA 1, TNAP inh no acc -4.7, TNAP inh hiacc -2.6, Diaph inh CS 17.4, Diaphorase act 0.8 and G6PDH counter 8.8.
For O=C(Nc1nc(-c2ccc([N+](=O)[O-])cc2)cs1)c1c(F)cccc1F the results were PMI act hi M6P 1, FLuc act counter 1.1, PMI act 1, Efa HMGR inh -4.6, TNAP act hi DEA 1.1, TNAP inh no acc -8.5, TNAP inh hiacc -6.6, Diaph inh CS 17.1, Diaphorase act 0.8 and G6PDH counter 5.1.
CCOc1ccc(NCC(=O)Nc2ccc(Cl)cc2C)cc1 was read as PMI act hi M6P 0.7, FLuc act counter 1.1, PMI act 1, Efa HMGR inh -5.3, TNAP act hi DEA 1, TNAP inh no acc -7.9, TNAP inh hiacc -3.2, Diaph inh CS 18.3, Diaphorase act 0.8 and G6PDH counter 6.2.
OC(CON=C1c2ccccc2-c2ccccc21)CN1CCNCC1 (configuration not stated) was read as PMI act hi M6P 1, FLuc act counter 1.1, PMI act 1, Efa HMGR inh -0.7, TNAP act hi DEA 1.1, TNAP inh no acc -1.5, TNAP inh hiacc -8.2, Diaph inh CS 7.7, Diaphorase act 0.9 and G6PDH counter -2.5.
`COc1ccc(-c2nn(CCC(=O)O)cc2/C=C2\SC(N)=NC2=O)cc1` gave PMI act hi M6P 1, FLuc act counter 1, PMI act 1, Efa HMGR inh -3.8, TNAP act hi DEA 1, TNAP inh no acc -24.1, TNAP inh hiacc 1.4, Diaph inh CS 11.8, Diaphorase act 0.9 and G6PDH counter -6.9.
CCN(C(=O)CSc1nncs1)c1c(N)n(Cc2ccccc2)c(=O)[nH]c1=O was read as PMI act hi M6P 1.1, FLuc act counter 1, PMI act 1, Efa HMGR inh -2.1, TNAP act hi DEA 1.1, TNAP inh no acc -12.7, TNAP inh hiacc -6.3, Diaph inh CS -0.4, Diaphorase act 1 and G6PDH counter -0.5.
`Cn1c(=O)cc(OCC(=O)NCc2cccs2)c2ccccc21` gave PMI act hi M6P 1.1, FLuc act counter 1, PMI act 1.1, Efa HMGR inh -1.6, TNAP act hi DEA 1, TNAP inh no acc 0.1, TNAP inh hiacc 0.8, Diaph inh CS -5.9, Diaphorase act 1.1 and G6PDH counter 2.2.
Screening CN(C)C(=O)c1nc2ccc(Cl)cn2c1CN1CCCC(OCc2ccccc2)C1 (configuration not stated) returned PMI act hi M6P 0.9, FLuc act counter 1.1, PMI act 0.8, Efa HMGR inh -3.9, TNAP act hi DEA 1.1, TNAP inh no acc -10.7, TNAP inh hiacc -6.9, Diaph inh CS 15.9, Diaphorase act 0.8 and G6PDH counter 9.2.
CS(=O)(=O)N1CCC(C(=O)Nc2ccc(Cl)c(C(F)(F)F)c2)CC1 was read as PMI act hi M6P 0.9, FLuc act counter 1.1, PMI act 0.9, Efa HMGR inh 7.0, TNAP act hi DEA 1, TNAP inh no acc -7.9, TNAP inh hiacc -2.8, Diaph inh CS 13.2, Diaphorase act 0.9 and G6PDH counter -1.6.
`CCN1CCN(C(=O)c2ccc(CN(c3ccc(C)c(C)c3)S(C)(=O)=O)cc2)CC1` gave PMI act hi M6P 0.9, FLuc act counter 1, PMI act 0.9, Efa HMGR inh -2.9, TNAP act hi DEA 1, TNAP inh no acc -5.1, TNAP inh hiacc -2.4, Diaph inh CS 5.7, Diaphorase act 0.9 and G6PDH counter 4.1.
COC(=O)c1ccccc1NC(=O)N1CCN(C/C=C/c2ccccc2)CC1 was read as PMI act hi M6P 0.9, FLuc act counter 1.1, PMI act 0.9, Efa HMGR inh -0.8, TNAP act hi DEA 1, TNAP inh no acc 1.9, TNAP inh hiacc -3.0, Diaph inh CS 15.6, Diaphorase act 0.8 and G6PDH counter -20.5.
For CN1CCN(C(=O)C2=C[C@@H](c3coc4ccccc4c3=O)C[C@@H](OCc3ccc(CO)cc3)O2)CC1 the results were PMI act hi M6P 1, FLuc act counter 1, PMI act 1, Efa HMGR inh -6.1, TNAP act hi DEA 1.1, TNAP inh no acc -7.9, TNAP inh hiacc -8.7, Diaph inh CS -15.4, Diaphorase act 1.2 and G6PDH counter 11.1.
`Cc1cnnn1-c1ccc(C(=O)CCl)cc1` gave PMI act hi M6P 1.2, FLuc act counter 1.1, PMI act 1.1, Efa HMGR inh 4.5, TNAP act hi DEA 1, TNAP inh no acc -7.8, TNAP inh hiacc -1.4, Diaph inh CS -41.7, Diaphorase act 1.4 and G6PDH counter -0.8.
`COc1ccc(C(=O)NC(=S)NNC(=O)c2ccc(NC(=O)C(C)C)cc2)cc1` gave PMI act hi M6P 1.1, FLuc act counter 1, PMI act 1, Efa HMGR inh -2.9, TNAP act hi DEA 1, TNAP inh no acc -165.2, TNAP inh hiacc -4.1, Diaph inh CS 49.0, Diaphorase act 0.5 and G6PDH counter -8.6.
For COc1cc(/C=N/n2cnn(Cc3ccccc3Cl)c2=S)cc(OC)c1OC the results were PMI act hi M6P 1, FLuc act counter 1.1, PMI act 1, Efa HMGR inh -0.6, TNAP act hi DEA 1.1, TNAP inh no acc -15.5, TNAP inh hiacc -6.9, Diaph inh CS 15.3, Diaphorase act 0.8 and G6PDH counter 1.3.
